Mm-Cpn inhibitor = M. maripaludis TRiC chaperonin inhibition. purified Mm-Cpn ATPase, ADP Transcreener TR-FRET. Potency, µM (doses to about 76.9 µM), without a hit: at the top dose activity, negative = inhibition, hits mostly inhibitors. 330,000 tested, 0.031% active; further: potency means the concentration at half of the fitted maximal effect; on the % scale 0 is the no-effect control and ±100 the full control effect; nearly all actives have a fitted effect of over 80% in size
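Reaction buffer contained 30 mM Tris pH 7.4, 100 mM KCl, 5 mM MgCl2 and 1 mM DTT. Mm-CPN (25 nM final) hydrolysed 10 uM ATP over 30 min at 37°C; ADP was read by HTRF.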
GLP1R inv ag = inverse agonists of human GLP-1 receptor; HEK293 GLP-1R CRE-luciferase, luminescence, 24 h; GLP-1R form is constitutively active; Potency, µM (series often up to 38.3 µM), for the others: top-dose activity change, negative = inhibition, usual class: inhibitors; 410,000 tested, 1.6% active; further: potency means the concentration at half of the fitted maximal effect; on the % scale 0 is the no-effect control and ±100 the full control effect; nearly all actives have a fitted effect of over 55% in size
Target sequence (P43220 whole entry, looked up): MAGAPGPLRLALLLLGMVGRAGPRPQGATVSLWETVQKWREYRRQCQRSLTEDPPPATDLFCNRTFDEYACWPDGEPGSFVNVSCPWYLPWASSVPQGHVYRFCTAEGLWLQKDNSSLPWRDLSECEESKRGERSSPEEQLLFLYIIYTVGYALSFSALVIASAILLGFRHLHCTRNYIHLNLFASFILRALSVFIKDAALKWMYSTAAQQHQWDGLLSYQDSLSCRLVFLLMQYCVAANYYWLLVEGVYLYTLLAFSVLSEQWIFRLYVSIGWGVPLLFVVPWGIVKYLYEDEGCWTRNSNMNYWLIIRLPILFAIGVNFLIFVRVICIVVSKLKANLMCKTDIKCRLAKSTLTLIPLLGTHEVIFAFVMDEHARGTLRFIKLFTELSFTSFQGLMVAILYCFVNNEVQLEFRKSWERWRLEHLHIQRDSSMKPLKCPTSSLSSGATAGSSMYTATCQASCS
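Seeding at 200 cells/uL, 12 h culture, 24 hr compound treatment, then luciferase reagent and a luminescence read; cells are HEK293 stably expressing a constitutively active GLP-1R plus cAMP-responsive luciferase.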
Abeta rescue = restores growth of yeast expressing A-beta42 peptide | Potency, µM (doses to about 46.1 µM), without a hit: at the highest dose growth rescue, most hits filed as activators | 410,000 tested, 0.063% active | AID 1347071 | yeast expressing A-beta42, growth rescue, OD600, 48 h; response scale: 0% DMSO, 100% iron-clioquinol control; further: potency means the concentration at half of the fitted maximal effect; nearly all actives have a fitted effect of over 55% in size
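Growth rescue measured by 600 nm absorbance after 48 h yeast culture at 30 C with compound. Values normalized between DMSO and an equimolar ferric chloride plus clioquinol control.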
TDP-43 yeast inh = inhibitors of TDP-43 toxicity in yeast. TDP-43 expressing yeast growth rescue, BacTiter-Glo, 24 h. Potency, µM (series often up to 46.1 µM), for the others: top-dose growth rescue (activation), usual class: activators. 410,000 tested, 1.8% active; further: potency means the concentration at half of the fitted maximal effect; % of control where 0% means no effect; nearly all actives have a fitted effect of over 50% in size
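Readout is BacTiter-Glo luminescence of cell growth, so inhibitors register as activators. TDP-43-expressing yeast at OD600=0.02 in galactose medium, after raffinose pregrowth to mid-log, were incubated with compound for 24 hr at 30 deg C.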
PTHR1 ag = activates the human parathyroid hormone receptor PTHR1; Q03431; HEK293 GP2 PTHR1 cells, GloSensor cAMP luminescence, 1 h; Potency, µM (titrated, usually from 115 µM), inactives show at the top dose activation, actives largely listed as activators; 410,000 tested, 0.075% active; AID 743266; further: potency means the concentration at half of the fitted maximal effect; nearly all actives have a fitted effect of over 55% in size; some results filed as inactive show a strong effect at the top dose; inactives centre near -15; many of its hits are not listed in these tables
Target sequence (Q03431 whole entry, looked up): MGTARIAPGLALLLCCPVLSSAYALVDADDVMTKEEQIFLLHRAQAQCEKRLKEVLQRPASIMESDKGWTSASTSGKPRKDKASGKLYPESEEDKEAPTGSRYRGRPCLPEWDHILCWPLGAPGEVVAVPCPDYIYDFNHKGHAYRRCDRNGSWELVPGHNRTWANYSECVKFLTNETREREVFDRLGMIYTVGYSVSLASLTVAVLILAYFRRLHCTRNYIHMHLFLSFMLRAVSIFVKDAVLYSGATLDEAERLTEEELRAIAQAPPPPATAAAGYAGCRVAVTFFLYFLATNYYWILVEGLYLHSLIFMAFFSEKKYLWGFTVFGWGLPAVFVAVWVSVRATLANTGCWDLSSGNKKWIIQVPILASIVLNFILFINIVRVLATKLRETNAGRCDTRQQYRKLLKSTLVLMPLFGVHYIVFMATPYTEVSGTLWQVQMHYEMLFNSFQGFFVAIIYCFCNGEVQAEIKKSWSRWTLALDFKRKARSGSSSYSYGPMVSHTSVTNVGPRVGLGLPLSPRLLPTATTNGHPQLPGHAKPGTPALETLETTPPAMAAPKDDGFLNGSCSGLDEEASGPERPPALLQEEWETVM
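HEK-293-derived GP2 cells expressing PTHR1 and a GloSensor cAMP reporter, 3,000/well, plated overnight, given luciferin plus IBMX (each 0.5 mM as added) for 1 h at 37 °C, then compound for 1 h at 37 °C. Luminescence was read after 15 min at room temperature.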
FUS yeast rescue = FUS proteinopathy suppression in yeast; Potency, µM (titrated, usually from 76.6 µM), for the others: top-dose growth rescue (activation), actives largely listed as activators; 390,000 tested, 0.24% active; S. cerevisiae FUS-expressing, growth rescue, OD600, 24 h; AID 1347120;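 further: potency means the concentration at half of the fitted maximal effect; plate controls were DMSO vehicle for no effect and reference control for full effect; nearly all actives have a fitted effect of over 55% in size; some results filed as inactive show a strong effect at the top dose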
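Restored growth of FUS-toxic S. cerevisiae, read as 600 nm absorbance after 24 h at 30C in galactose medium (starting OD 0.005). Controls CP55940 and DMSO.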
GLP1R cytotox = cytotoxicity in counter-screen for GLP-1R inverse agonists. HEK293 cAMP-luciferase reporter cells, luminescence, 24 h. Potency, µM (top dose mostly 38.3 µM), inactives show at the top dose activity change, negative = inhibition, most hits filed as inhibitors. 410,000 tested, 0.13% active. AID 624418;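 further: loss of luciferase light is scored as toxicity; potency means the concentration at half of the fitted maximal effect; on the % scale 0 is the no-effect control and ±100 the full control effect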
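1536-well qHTS counterscreen of the MLSMR; 200 cells/uL, 12 h pre-incubation, 23 nL cpd, 24 h at 37 deg C 5% CO2, luciferase detection reagent, 12 min RT, luminescence. Inhibition = undesired.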
aSyn yeast inh = rescues yeast growth from alpha-synuclein toxicity; Yeast expressing alpha-synuclein, growth rescue, BacTiter-Glo, 24 h; Potency, µM (highest dose often 46.1 µM), for the others: top-dose growth rescue (activation), most hits filed as activators; 370,000 tested, 0.14% active; further: potency means the concentration at half of the fitted maximal effect; % of control where 0% means no effect; nearly all actives have a fitted effect of over 65% in size
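Screening used galactose-induced yeast with toxic alpha-synuclein levels, exposed to compound for 24 hr at 30 deg C. Cell growth, read with BacTiter-Glo luminescence, gave the measured signal.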
Akt phos inh = inhibitors of Akt phosphorylation | Neuro2A IGF-stimulated pAkt S473 HTRF, 20 min; stronger effect = lower value | activity change, % for hits at 50 µM | 360,000 tested, 0.32% active; in the data active means activity change below about -80%; inconclusive means mostly about -51% to -80%; further: on the % scale 0 is the no-effect control and ±100 the full control effect
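Neuro2A cells (4,500/well, DMEM with 0.5% FBS) were treated with compound at a single 50 µM final concentration, stimulated with 6 nM IGF for 20 min at 37 °C, and lysed. Phospho-Akt Ser473 was read by HTRF as 665/615 ratio ×10^4.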
An asterisk follows results filed as active; & = joins results of further samples; [ ] = remark or other dose. Unless noted, the call rests on the fitted dose curve; in most records, active means well fitted curve in the direction sought with a large enough effect; inconclusive means small, poorly fitted or top-dose-only effect, or another doubt; inactive means no such curve, though single readings can be large; an effect the other way counts as inactive or inconclusive.

`CCOC(=O)C1=C(Cc2ccc(Cl)cc2)C(=O)c2ccccc2C1=O` gave Mm-Cpn inhibitor -1%, GLP1R inv ag inconclusive, Abeta rescue -91%[inhibitor], TDP-43 yeast inh inconclusive, PTHR1 ag -17%[57.5 µM], FUS yeast rescue 25%, GLP1R cytotox inconclusive, aSyn yeast inh -81%[inhibitor] and Akt phos inh inactive.
Screening O=C(Cc1ccccc1)N1CCN(C2CCCC2)CC1 returned Mm-Cpn inhibitor 0%, GLP1R inv ag -20%, Abeta rescue -9%, TDP-43 yeast inh -12%, PTHR1 ag -3%, FUS yeast rescue -2%, GLP1R cytotox 8%, aSyn yeast inh -2% and Akt phos inh inactive.
CCOC(=O)C(NC(=O)C(Cc1ccc(N(CCCl)CCCl)cc1)NC(C)=O)C(C)C (stereo unspecified) was read as Mm-Cpn inhibitor -2%, GLP1R inv ag -2%, Abeta rescue 18%, TDP-43 yeast inh 12%, PTHR1 ag inactive, FUS yeast rescue -12%, GLP1R cytotox -3%, aSyn yeast inh 4% and Akt phos inh inactive.
Cc1cc(C(=O)Nc2ccccc2)nn1C(C)(C)C was read as Mm-Cpn inhibitor -1%, GLP1R inv ag 18%, Abeta rescue -29%, TDP-43 yeast inh 4%, PTHR1 ag -7%, FUS yeast rescue 3%, GLP1R cytotox 11%, aSyn yeast inh -2% and Akt phos inh inactive.
Screening O=C(Cc1ccccc1)OCn1nnc2ccccc2c1=O returned Mm-Cpn inhibitor -1%, GLP1R inv ag -2%, Abeta rescue 8%, TDP-43 yeast inh 2%, PTHR1 ag inactive, FUS yeast rescue -8%, GLP1R cytotox 8%, aSyn yeast inh 6% and Akt phos inh inactive.
Screening Fc1c(F)c(F)c(N2CCNCC2)c(F)c1F returned Mm-Cpn inhibitor -3%, GLP1R inv ag -37%, Abeta rescue 5%, TDP-43 yeast inh -19%, PTHR1 ag inactive, FUS yeast rescue -6%, GLP1R cytotox 1%, aSyn yeast inh 11% and Akt phos inh inactive.
`CN(Cc1cccc(-c2ccncc2)c1)C(=O)Oc1ccccc1Cc1ccccc1` gave GLP1R inv ag inconclusive, Abeta rescue -20%, TDP-43 yeast inh inconclusive, PTHR1 ag -65%[inhibitor], FUS yeast rescue 30%, GLP1R cytotox -8%, aSyn yeast inh -15% and Akt phos inh inactive.
`O=C1CCC(C(=O)N2CCCC(C(=O)c3ccc4ccccc4c3)C2)=NN1` (stereo unspecified) gave Mm-Cpn inhibitor 0%, GLP1R inv ag -3%, Abeta rescue -1%, TDP-43 yeast inh -19%, PTHR1 ag inactive, GLP1R cytotox inconclusive, aSyn yeast inh 5% and Akt phos inh inactive.
For CN1C(=O)C(=Cc2ccc(N3CCOCC3)o2)C(=O)N(C)C1=S the results were Mm-Cpn inhibitor -1%, GLP1R inv ag 16%, Abeta rescue -3%, TDP-43 yeast inh 6%, PTHR1 ag inactive, FUS yeast rescue 3%, GLP1R cytotox 5%, aSyn yeast inh -1% and Akt phos inh inactive.
For Cc1ccccc1S(=O)(=O)N1C[C@H]2[C@H]3C(=O)N(C4CCCCC4)C(=O)[C@H]3CC(=O)[C@H]2[C@@H]1c1ccc(Cl)cc1 the results were GLP1R inv ag inconclusive, Abeta rescue inconclusive, TDP-43 yeast inh 4%, PTHR1 ag inactive, FUS yeast rescue 43%, GLP1R cytotox -1%, aSyn yeast inh 11% and Akt phos inh inactive.
`COc1ccccc1N1CCN(S(=O)(=O)c2ccc3c(c2)oc(=O)n3C)CC1` gave Mm-Cpn inhibitor -1%, GLP1R inv ag 7%&5%, Abeta rescue 5%&-8%, TDP-43 yeast inh inconclusive, PTHR1 ag -13%&-8%, FUS yeast rescue -8%&6%, GLP1R cytotox 4%&1%, aSyn yeast inh -1% and Akt phos inh inactive.
For O=C(COc1ccccc1)N1CCN(C2CC3CCC2C3)CC1 (stereo unspecified) the results were Mm-Cpn inhibitor 0%, GLP1R inv ag -20%, Abeta rescue 4%, TDP-43 yeast inh 6%, PTHR1 ag inactive, FUS yeast rescue 5%, GLP1R cytotox -17%, aSyn yeast inh 3% and Akt phos inh inactive.
`C=C1C2[C@H](OC(C)=O)[C@@H]3CC(=O)[C@]4(C)OC[C@@]3(C)[C@@]4(O)[C@@H](OC(C)=O)[C@H](OC(C)=O)[C@@]2(COC(=O)c2ccccc2)[C@@H](OC(C)=O)C[C@@H]1O` (stereo partly specified) gave Mm-Cpn inhibitor 2%, GLP1R inv ag inconclusive, Abeta rescue -10%, TDP-43 yeast inh 14%, PTHR1 ag inactive, FUS yeast rescue 17%, GLP1R cytotox 1%, aSyn yeast inh -7% and Akt phos inh inactive.
`O=C(Cn1c(=O)oc2cc(S(=O)(=O)N3CCc4ccccc43)ccc21)NC1CCCC1` gave Mm-Cpn inhibitor 0%, GLP1R inv ag inconclusive, Abeta rescue 9%, TDP-43 yeast inh 11%, PTHR1 ag -18%, FUS yeast rescue 28%, GLP1R cytotox -2%, aSyn yeast inh 0% and Akt phos inh inactive.
Screening Cc1nn(C2CCOC(C)(C)C2)c2c1C(c1ccc3c(c1)OCO3)SCC(=O)N2 (stereo unspecified) returned Mm-Cpn inhibitor 2%, GLP1R inv ag 2%, Abeta rescue 8%, TDP-43 yeast inh -8%, PTHR1 ag inactive, FUS yeast rescue 18%, GLP1R cytotox 11% and aSyn yeast inh -2%.
For Cc1ccc(Sc2ccc(/C=N/O)cc2[N+](=O)[O-])cc1 the results were GLP1R inv ag inconclusive, Abeta rescue -1%, TDP-43 yeast inh inconclusive, PTHR1 ag inconclusive, FUS yeast rescue 27%, GLP1R cytotox inconclusive, aSyn yeast inh 1% and Akt phos inh inactive.
O=C1NC(=O)N(c2ccc3c(c2)OCO3)C(=O)/C1=C\c1ccsc1 was read as Mm-Cpn inhibitor -1%, GLP1R inv ag 11%, Abeta rescue 5%, TDP-43 yeast inh 12%, PTHR1 ag -12%, FUS yeast rescue -9%, GLP1R cytotox -6%, aSyn yeast inh 6% and Akt phos inh inactive.
Cc1ccc(OC(=O)N(C)C[C@@H]2OCc3cnnn3CCCC(=O)N([C@@H](C)CO)C[C@H]2C)cc1 was read as GLP1R inv ag 7%, Abeta rescue 8%, TDP-43 yeast inh 16%, PTHR1 ag inactive, FUS yeast rescue -15%, GLP1R cytotox 0%, aSyn yeast inh inconclusive and Akt phos inh inactive.
For CC1CCc2[nH]c3ccc(C(=O)N(C)CC(=O)Nc4ccccc4Br)cc3c2C1 (stereo unspecified) the results were Mm-Cpn inhibitor 3%, GLP1R inv ag inconclusive, Abeta rescue 16%, TDP-43 yeast inh 15%, PTHR1 ag -24%, FUS yeast rescue inconclusive, GLP1R cytotox inconclusive, aSyn yeast inh 5% and Akt phos inh inactive.
O=P(C(c1c[nH]c2ccccc12)N1CCOCC1)(N1CCOCC1)N1CCOCC1 (stereo unspecified) was read as Mm-Cpn inhibitor 0%, GLP1R inv ag -4%, Abeta rescue 3%, TDP-43 yeast inh 1%, PTHR1 ag -2%[57.5 µM], FUS yeast rescue 15%, GLP1R cytotox -7%, aSyn yeast inh 2% and Akt phos inh inactive.

Reprinted from the part before: two compounds, then new ones.
For CC1CCc2[nH]c3ccc(C(=O)N(C)CC(=O)Nc4ccccc4Br)cc3c2C1 (stereo unspecified) the results were Mm-Cpn inhibitor 3%, GLP1R inv ag inconclusive, Abeta rescue 16%, TDP-43 yeast inh 15%, PTHR1 ag -24%, FUS yeast rescue inconclusive, GLP1R cytotox inconclusive, aSyn yeast inh 5% and Akt phos inh inactive.
O=P(C(c1c[nH]c2ccccc12)N1CCOCC1)(N1CCOCC1)N1CCOCC1 (stereo unspecified) was read as Mm-Cpn inhibitor 0%, GLP1R inv ag -4%, Abeta rescue 3%, TDP-43 yeast inh 1%, PTHR1 ag -2%[57.5 µM], FUS yeast rescue 15%, GLP1R cytotox -7%, aSyn yeast inh 2% and Akt phos inh inactive.
Screening O=C(COc1ccc(Cl)cc1Cl)N1CCN(C/C=C/c2ccccc2)CC1 returned Mm-Cpn inhibitor 2%, GLP1R inv ag -17%, Abeta rescue -1%, TDP-43 yeast inh -16%, PTHR1 ag 8%[57.5 µM], FUS yeast rescue 16%, GLP1R cytotox -1%, aSyn yeast inh 13% and Akt phos inh inactive.
`O=[N+]([O-])c1ccc(CN2CC=C(c3ccccc3)CC2)cc1` gave Mm-Cpn inhibitor -3%, GLP1R inv ag -23%, Abeta rescue -8%, TDP-43 yeast inh -16%, PTHR1 ag -8%, FUS yeast rescue 13%, GLP1R cytotox 7%, aSyn yeast inh 7% and Akt phos inh inactive.
Screening COc1ccc(NC(=S)NC2CC3CCC(C2)N3Cc2ccco2)cc1 (stereo unspecified) returned Mm-Cpn inhibitor 0%, GLP1R inv ag inconclusive, Abeta rescue 7%, TDP-43 yeast inh -19%, PTHR1 ag 3%, FUS yeast rescue 7%, GLP1R cytotox -13%, aSyn yeast inh -4% and Akt phos inh inactive.
For Cc1cc(/C=C2/C(=O)NC(=O)N(c3ccc(Br)cc3)C2=O)c(C)n1C the results were Mm-Cpn inhibitor 0%, GLP1R inv ag 8%, Abeta rescue -1%, TDP-43 yeast inh 6%, PTHR1 ag inactive, FUS yeast rescue 34%, GLP1R cytotox 7%, aSyn yeast inh 5% and Akt phos inh inactive.

High-throughput results (PubChem)

Not all compounds are listed; count on the stated rates, not on these rows.
